CTSL1 counter = counter-screen for PFM18AAP inhibitors: inhibitors of F. hepatica cathepsin L1; recombinant F. hepatica cathepsin L1, Z-Leu-Arg-MCA fluorescence; inhibition, % at 5.96 µM; actives 0.49% (n = 300,000);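 active = inhibition above the mean of all tested compounds plus 3 SD, set per screening campaign, cut at about 17% in these data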;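 also: 0% = plate median of test compound wells and 100% = 1 µM Z-Phe-Ala-diazomethylketone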
proCasp7 act = counter-screen: procaspase-7 (human) activation; actives 0.093% (n = 330,000); recombinant procaspase-7, Ac-DEVD-pNA absorbance 405 nm; D23A/D198A/D206A triple mutant, cannot self-cleave; scale: DMSO 0, 5 µM enzyme 100; activation, % at 8.5 µM; P55210;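 active = percent activation above the screen-wide mean plus 3 SD, cut at about 25% in these data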
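Material: Procaspase-7 triple mutant (PC-7 D3A) | Quantity: 2 µM procaspase-7 mutant as dispensed | Reagent: DEVD-pNA substrate | Times: 1 h preincubation, 2 h reaction | Technique: 405 nm absorbance of p-nitroaniline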
GASC-1 inh = inhibitors of human GASC-1 (JMJD2C) demethylase; Q9H3R0; GST-JMJD2C(1-420) H3K9me3 demethylation, DELFIA europium; inhibition, % at 2.35 µM; actives 0.069% (n = 330,000);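 active = more than half of a compound's replicate wells show inhibition beyond 50%, single wells judged on their own value; inconclusive = some, but no more than half, of replicates pass 50% inhibition; inactive = no replicate passes 50% inhibition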;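 also: signal counts dimethyl H3K9 product captured on neutravidin plate; 0% = median of DMSO wells and 100% = 0.3 times that DMSO median; strong numbers were not always called active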
procasp3 activ = activators of human procaspase-3. activation, % at 8.5 µM. recombinant procaspase-3 D3A, Ac-DEVD-pNA absorbance 405 nm. P42574. actives 0.11% (n = 330,000);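 active = activation above the mean of all tested compounds plus 3 SD, cut at about 21% in these data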;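 also: 0% = DMSO alone and 100% = DMSO wells spiked with extra 5 µM PC-3 D3A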
Target sequence (P42574 whole entry D9A/D28A/D175A): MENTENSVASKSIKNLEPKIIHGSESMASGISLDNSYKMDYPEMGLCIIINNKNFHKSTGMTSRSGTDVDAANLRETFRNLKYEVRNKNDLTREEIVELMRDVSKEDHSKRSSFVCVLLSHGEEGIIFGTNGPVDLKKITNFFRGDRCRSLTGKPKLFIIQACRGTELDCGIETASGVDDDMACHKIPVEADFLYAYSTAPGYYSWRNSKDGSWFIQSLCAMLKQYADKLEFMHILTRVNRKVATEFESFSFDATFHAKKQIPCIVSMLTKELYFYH
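System: Procaspase-3 D3A mutant. Medium: Zinc-free 300 mM NaCl, 50 mM HEPES, 0.01% Triton X-100. Schedule: 1 h preincubation plus 2 h reaction at 25 °C. Measured by: 405 nm absorbance of p-nitroaniline, reads at 0 and 120 min. Read-out: percent activation relative to control range.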
PP5 primary = PP5 (human) phosphatase inhibition; P53041; actives 0.18% (n = 320,000); purified PP5c, OMFP substrate fluorescence; inhibition, % at 6.7 µM;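 active = inhibition above the campaign's mean inhibition across all tested compounds plus 3 SD, cut at about 9.5% in these data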;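 also: 0% = DMSO only and 100% = 100 µM cantharidin control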
Target sequence (P53041 whole entry, looked up): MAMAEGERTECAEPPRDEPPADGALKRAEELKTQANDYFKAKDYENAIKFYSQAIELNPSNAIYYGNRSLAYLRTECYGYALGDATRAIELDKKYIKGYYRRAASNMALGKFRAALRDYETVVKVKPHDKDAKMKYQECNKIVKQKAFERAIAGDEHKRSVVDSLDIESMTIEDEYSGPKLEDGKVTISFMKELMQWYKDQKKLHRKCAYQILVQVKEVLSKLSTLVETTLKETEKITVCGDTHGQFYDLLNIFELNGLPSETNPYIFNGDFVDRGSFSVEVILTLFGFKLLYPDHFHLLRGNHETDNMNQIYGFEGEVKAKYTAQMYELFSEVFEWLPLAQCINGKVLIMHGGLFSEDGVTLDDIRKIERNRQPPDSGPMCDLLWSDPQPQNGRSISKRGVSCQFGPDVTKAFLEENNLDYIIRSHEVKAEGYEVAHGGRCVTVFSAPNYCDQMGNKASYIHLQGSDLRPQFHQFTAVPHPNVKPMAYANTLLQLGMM
TPT1 inh = blocks Candida albicans tRNA 2'-phosphotransferase; inhibition, % at 5 µM; actives 0.81% (n = 300,000); recombinant caTPT1, FP RNA substrate dephosphorylation;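 active = inhibition above the mean of all tested compounds plus 3 SD, set per screening campaign, cut at about 24% in these data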;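 also: plate controls were DMSO alone for no effect and ferristatin control at 100 nM for full effect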
HCV core dimer = HCV core protein dimerization inhibition; TR-FRET GST/Flag-core106 dimerization, 1536-well; inhibition, % at 5 µM; actives 0.33% (n = 300,000); AID 1899;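 active = inhibition above the mean of all tested compounds plus 3 SD, set per screening campaign, cut at about 45% in these data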
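Material: GST/Flag-tagged HCV core106 proteins. Incubation: 4 h, 22.5 °C incubation. Read-out basis: inhibition (%) from 671 over 617 nm ratio. Measured by: TR-FRET, excitation 340 nm, emission 617 and 671 nm.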
Efflux pump mplx = antifungal efflux pump inhibition, Nile Red retention; S. cerevisiae Candida pump triplex; inhibition, % at 10 µM; actives 0.44% (n = 330,000); AID 485275;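 active = plate passing quality check with inhibition over a set limit, or well fluorescence over plate mean plus 4 SD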;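 also: Nile Red retained in pooled yeast measured as flow cytometry median fluorescence; 0% = buffer negative control and 100% = Enniatin B positive control; higher means more Nile Red kept so more efflux inhibition; some compounds called inactive have numbers as strong as hits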
PP1 counter = blocks human PP1-alpha phosphatase, a PP5 counter-screen; P62136; inhibition, % at 6.7 µM; actives 0.9% (n = 320,000); purified PP1alpha, OMFP fluorescence; AID 2235;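 active = inhibition above the mean inhibition of all tested compounds plus 3 SD, computed separately for each screening campaign, cut at about 15% in these data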
Target sequence (P62136 whole entry, looked up): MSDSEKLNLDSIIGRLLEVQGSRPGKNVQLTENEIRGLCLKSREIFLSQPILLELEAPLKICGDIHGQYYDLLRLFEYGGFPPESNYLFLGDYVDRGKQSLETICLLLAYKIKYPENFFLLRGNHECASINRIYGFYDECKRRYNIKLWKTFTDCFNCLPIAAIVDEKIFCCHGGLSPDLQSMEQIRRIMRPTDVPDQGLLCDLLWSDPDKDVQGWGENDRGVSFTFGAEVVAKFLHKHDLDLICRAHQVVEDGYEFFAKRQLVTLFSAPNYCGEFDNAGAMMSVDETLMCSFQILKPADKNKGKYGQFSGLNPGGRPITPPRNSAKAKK
Starred values were filed as active, the others as inactive; ? = inconclusive; . = not tested or not shown.

SMILES	CTSL1 counter	proCasp7 act	GASC-1 inh	procasp3 activ	PP5 primary	TPT1 inh	HCV core dimer	Efflux pump mplx	PP1 counter
COc1ccc(CCNCc2ccc(F)cc2)cc1OC	-5	-1	-11	7	-0.5	4	-6	-0.1	-4
CN1CCN(C(=O)COc2ccc(S(=O)(=O)Nc3ccc(F)cc3)cc2)CC1	-1	-1	1	2	-2.9	-2	3	0.2	-9
CCOC(=O)C1=C(N)Oc2cc(C)oc(=O)c2C12C(=O)N1c3c(cccc32)C(C)CC1(C)C (centres undefined)	0	8	4	11	1.2	-3	1	0.1	-4
O=C1NC(=O)C(Sc2ccccc2[N+](=O)[O-])C(=O)N1	1	-18	69*	-10	0.9	1	-9	-0.2	-1
CCOP(=O)(OCC)C(O)c1ccc(OC)cc1OC (centres undefined)	0	6	0	-8	2.7	0	-2	0.9	47*
CCCC(C)(COC(N)=O)COC(=O)NC(C)C (centres undefined)	-3	5	-4	3	1.2	3	6	-0.2	2
CN1C(=O)C(=Cc2ccccc2OCCOc2ccc([N+](=O)[O-])cc2)C(=O)N(C)C1=O	-6	-4	46	-9	2.4	6	14	0.3	-3
CCCCCCn1c(=O)c(C(=O)Nc2cccc(C)n2)c(O)c2ccccc21	2	-1	-11	-10	2.1	-2	4	0.1	-1
CC[N+]12CCC(CC1)C(C(O)(c1ccccc1)c1ccccc1)C2 (centres undefined)	-1	4	16	3	1.0	1	-4	0.1	-4
Cc1ccc(N)c(N)c1	.	-2	-3	-2	2.5	.	.	0.2	-1
COC(=O)CSC1=NP(=S)(SCC(=O)OC)N2CCCC2=C1C#N (centres undefined)	3	-7	-4	-3	-0.7	-1	4	0.1	2
CS(=O)(=O)c1ccc(C(=O)N2CCC(C(=O)O)(c3ccccc3)CC2)cc1	-2	-4	-2	5	-0.3	-7	-6	0.2	0

Overlap with the part before: 2 entries; new compounds follow.
SMILES	CTSL1 counter	proCasp7 act	GASC-1 inh	procasp3 activ	PP5 primary	TPT1 inh	HCV core dimer	Efflux pump mplx	PP1 counter
COC(=O)CSC1=NP(=S)(SCC(=O)OC)N2CCCC2=C1C#N (centres undefined)	3	-7	-4	-3	-0.7	-1	4	0.1	2
CS(=O)(=O)c1ccc(C(=O)N2CCC(C(=O)O)(c3ccccc3)CC2)cc1	-2	-4	-2	5	-0.3	-7	-6	0.2	0
COC(=O)C1=C(c2ccc(F)cc2OCc2ccccc2)C[C@@H]2CC[C@H]1N2C(=O)NCc1ccc([N+](=O)[O-])cc1	.	0	3	3	8.2	.	.	0.1	9
O=C(C1CC(c2ccccc2O)=NO1)N1CCC2(CC1)OCCO2 (centres undefined)	2	-2	-1	-8	-0.7	-7	-3	0.0	-2
NP(=O)(OCC(F)(F)F)Oc1cccc2ccccc12 (centres undefined)	0	-1	31	7	1.8	-1	6	-0.1	0
CC(=O)N1CCN(CC(=O)Nc2ccc(C#N)c(Cl)c2)CC1	-8	6	1	-7	0.0	1	-4	0.1	0
O=c1[nH]c(=O)n(C2CCCCCC2)c(O)c1C=NCC1CCCO1 (centres undefined)	-1	8	-13	8	0.2	2	1	0.1	0
CCC(=O)Nc1ccc(N2CCN(CC)CC2)c(Cl)c1	0	-9	2	3	0.0	5	-7	0.1	-7
COc1cccc(-n2c(C)nc3ccccc3c2=O)c1	-1	-6	-6	5	1.8	1	0	-0.1	-3
O=c1c2ccccc2nc(/C=C/c2ccccc2)n1-c1ccc(O)cc1	-7	-4	3	-2	4.2	-5	9	-0.1	6
COC(=O)[C@@H]1[C@@H](C(=O)OC)C2(c3ccccc3-c3ccccc32)N(c2ccc(Cl)cc2)N1C#N	-1	-3	4	6	2.6	-2	42	0.1	5
Cc1ccc(C2=NCC(=O)Nc3ccc(Br)cc32)cc1	-3	0	-6	4	-1.2	-2	12	-0.1	3
CCn1c(=O)cc(SCC(=O)N2CCC3(CC2)OCCO3)c2ccccc21	9	-3	0	9	-0.4	0	3	0.0	-1
COc1ccc2[nH]cc(C(=O)CN(C)C)c2c1	3	5	49	2	-1.3	-2	-1	-0.2	-7

Look-ups from above:
Value of COc1cccc(-n2c(C)nc3ccccc3c2=O)c1 in PP5 primary: 1.8
Value of CCCCCCn1c(=O)c(C(=O)Nc2cccc(C)n2)c(O)c2ccccc21 in Efflux pump mplx: 0.1
Value of O=C1NC(=O)C(Sc2ccccc2[N+](=O)[O-])C(=O)N1 in CTSL1 counter: 1

The list continues.
SMILES	CTSL1 counter	proCasp7 act	GASC-1 inh	procasp3 activ	PP5 primary	TPT1 inh	HCV core dimer	Efflux pump mplx	PP1 counter
O=C(O)COc1ccccc1	.	-2	-2	-1	0.7	.	.	0.2	-6
COC(=O)C1=C(c2cc3ccccc3s2)C[C@@H]2CC[C@H]1N2C(=O)NCCS(C)=O (some centres undefined)	0	-1	0	1	1.5	-1	-13	0.0	2
O=C(N/N=C/c1c(O)n(CCc2ccc(F)cc2)c(=O)[nH]c1=O)c1ccccc1	2	11	11	-3	-0.9	7	5	-0.1	-3
CC(C)c1ccc(N=Nc2c(O)[nH]c(=O)[nH]c2=O)cc1	-2	-3	5	0	1.1	0	-3	-0.1	0
CC1(C)CC2(CCO1)NCCN1C(=O)CSC12 (centres undefined)	5	9	2	-12	-0.9	-3	3	-0.1	-2
COc1ccc2c(c1)c(C(=O)O)c(C)n2C(C)C	0	-8	20	-6	-2.5	-6	5	-0.1	0
Cc1ccc2c(c1)CC1(CN2C)C(=O)NC(=O)N(c2cc(C)ccc2C)C1=O (centres undefined)	0	-15	23	6	-0.8	2	6	-0.1	-2
O=C(Nc1ccc(C(F)(F)F)cc1)OC1CN2CCC1CC2 (centres undefined)	-3	-4	-16	0	-0.7	-4	1	0.0	1
OCCN1C2CCC1CC(O)(c1ccc(F)cc1)C2 (centres undefined)	-1	7	-1	-7	-0.7	-5	-1	-0.1	0
O=c1cc(C(F)(F)F)c2cc3c4c(c2o1)CCCN4CCC3	2	-18	4	-27	-6.9	-44	5	0.1	-18
COC(=O)C1=C(c2cccc(C#N)c2)C[C@@H]2CC[C@H]1N2C(=O)NCCc1ccccc1	.	-14	3	-1	0.7	.	.	0.0	-3
COc1ccc(-n2c(O)c(C(C)=NCCCn3ccnc3)c(=O)[nH]c2=O)cc1	-2	11	6	-3	0.8	-1	-1	-0.1	0
C=CCn1c(O)c(C=NCCN(C)C)c(=O)[nH]c1=O	-2	10	-3	6	2.4	30*	-5	0.0	0
Cc1cc(/C=C2/C(=O)NC(=O)N(c3ccc(Br)cc3)C2=O)c(C)n1C	-3	-4	-1	-18	0.4	13	4	0.1	-3
O=[N+]([O-])c1ccc(CN2CC=C(c3ccccc3)CC2)cc1	-2	5	7	1	1.6	1	19	-0.2	-2
COc1cccc(OCC(=O)N2CCN(C)CC2)c1	0	0	6	5	-2.6	1	3	0.0	-4
COC(=O)C1=C(c2ccc3ccccc3c2)C[C@@H]2CC[C@H]1N2C(=O)NCCCOC(C)C	.	10	.	1	3.9	.	.	0.1	9
CC(=NCc1ccco1)c1c(O)n(Cc2ccccc2)c(=O)[nH]c1=O	1	2	-1	-4	2.3	11	3	0.1	-1
C=C1C2[C@H](OC(C)=O)[C@@H]3CC(=O)[C@]4(C)OC[C@@]3(C)[C@@]4(O)[C@@H](OC(C)=O)[C@H](OC(C)=O)[C@@]2(COC(=O)c2ccccc2)[C@@H](OC(C)=O)C[C@@H]1O (some centres undefined)	-1	5	?	1	-0.8	-6	0	0.3	2
O=C(COc1ccccc1)N1CCN(C2CC3CCC2C3)CC1 (centres undefined)	-2	8	-1	-5	-1.5	4	2	0.1	3
CN1C(=O)C(=Cc2ccc(N3CCOCC3)o2)C(=O)N(C)C1=S	2	-18	-11	-4	0.3	57*	3	-0.1	-6
Fc1c(F)c(F)c(N2CCNCC2)c(F)c1F	0	-1	2	-1	1.4	2	0	-0.3	6
O=C(COc1ccc(Cl)cc1Cl)N1CCN(C/C=C/c2ccccc2)CC1	2	4	10	-6	2.1	0	-5	0.0	1
O=P(C(c1c[nH]c2ccccc12)N1CCOCC1)(N1CCOCC1)N1CCOCC1 (centres undefined)	1	11	10	10	2.5	-3	-8	0.0	0
O=C1NC(=O)N(c2ccc3c(c2)OCO3)C(=O)/C1=C\c1ccsc1	-1	-1	-24	1	-1.8	14	4	-0.1	-2
Cc1nn(C2CCOC(C)(C)C2)c2c1C(c1ccc3c(c1)OCO3)SCC(=O)N2 (centres undefined)	4	9	5	1	-1.6	-2	-8	-0.1	-5
O=C(Cc1ccccc1)Oc1ccccc1N1C(=O)CCC1=O	1	-4	0	-1	-0.7	3	-3	0.1	-3
CN1CCN(/N=C/c2c(O)n(Cc3ccc(F)cc3)c(=O)[nH]c2=O)CC1	-5	-16	0	-4	-0.7	1	5	-0.1	-7
CN1CCN(c2ccc(C(N)=O)cc2N)CC1	5	7	-1	-1	-0.6	-2	1	0.0	0
C[C@H](N)CN1CCc2ccc(Br)cc21	-2	-7	-5	-2	3.8	2	-14	0.3	-9
CSCCC(N=Cc1c(O)n(-c2ccc(Br)cc2)c(=O)[nH]c1=O)C(=O)OC(C)(C)C (centres undefined)	8	1	-3	-12	2.3	1	7	0.1	0
C[C@H]1CC2C3CC=C4C[C@@H](O)CC[C@]4(C)C3CC[C@]2(C)[C@H]1O (some centres undefined)	.	-9	3	4	.	.	.	0.1	.
Cc1ccc(N2C(=O)NC(=O)/C(=C\c3cnc(-c4ccccc4)nc3)C2=O)cc1	0	-11	11	-2	-3.1	9	2	0.1	-1
O=C1CN=C(c2ccc[nH]2)c2cc(Cl)ccc2N1	0	-7	0	-11	7.3	-1	-7	0.2	-5
COc1ccc2c(c1)c(C(=O)O)c(C)n2CC(C)C	-1	-11	0	6	0.3	0	-2	-0.1	0
CC1=Nc2ccccc2/C1=C/c1c(O)n(C)c(=O)[nH]c1=O	1	-10	4	-15	1.1	7	-4	0.2	0
CN(C)C1(c2nnnn2CCOC(=O)Nc2ccc(Cl)cc2)CCCCC1	3	1	6	-8	3.6	3	7	0.1	0
COc1ccc(OC)c([C@@H](O)[C@H](C)NC(C)(C)C)c1	-6	-15	13	3	2.8	-1	0	0.0	1
CCCCn1c(O)c(/C(C)=N/NC(=O)Nc2ccccc2)c(=O)[nH]c1=O	-4	-1	2	-14	-0.8	1	1	0.1	-7
O=c1cccc2n1CC1CC2CN(Cc2ccc3c(c2)OCO3)C1 (centres undefined)	1	-11	-6	-6	4.0	-3	-7	-0.1	-4
O=C(CCNS(=O)(=O)c1ccccc1)Nc1ccc(Cl)cc1C(=O)c1ccccc1	5	-7	5	-2	-5.5	-2	-10	0.3	8
CC(=O)OC1N=C(c2ccccc2Cl)c2cc(Br)ccc2NC1=O (centres undefined)	-8	4	2	-9	0.3	-1	2	0.0	-4
CN(C)C(=O)Oc1noc2cc(Cl)ccc12	43*	6	-3	2	0.6	-6	4	0.0	-7
COc1ccccc1-n1c(O)c(C=NCc2ccc3c(c2)OCO3)c(=O)[nH]c1=O	0	10	3	-9	0.4	15	0	-0.2	-1

Screening results (PubChem)

Not all compounds are listed; count on the stated rates, not on these rows.
